Screening results deposited in PubChem BioAssay by National Center for Advancing Translational Sciences (NCATS).
RXFP1 agonist – qHTS Assay for Agonists of the Relaxin Receptor RXFP1 | 370,000 tested, 0.3% active | Potency, µM (series often up to 57.5 µM), for inactives: at the highest dose activation, actives largely listed as activators | Relaxin receptor 1 (Homo sapiens), Q9HBX9 | HEK293T-RXFP1 cAMP TR-FRET, 30 min; response scale: percent of porcine relaxin response, buffer zero; also: % is scaled to controls: 0 for no effect and ±100 for the full control effect; nearly all actives have a fitted effect of over 60% in size; many of its hits are not listed in these tables
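Agonist response is measured as cAMP accumulation in an RXFP1-transfected HEK293T line under PDE4 inhibition. Values are scaled between buffer-only and 29 nM porcine relaxin, and EC50s come from standard Hill equation fits.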
Vif-APOBEC3F blk – qHTS for Inhibitors of Vif-A3F Interactions: qHTS | HeLa A3F-eYFP + Vif (tagged APOBEC3F with the HIV-1 protein that degrades it), YFP fluorescence increase | 390,000 tested, 0.2% active | Potency, µM (titrated, usually from 46.1 µM), without a hit: at the top dose activity, negative = active; also: % of control where 0% means no effect; nearly all actives have a fitted effect of over 65% in size
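HeLa cells stably expressing A3F-eYFP plus Vif, plated and incubated overnight at 37 deg C, then exposed to compounds overnight at 37 deg C. Blocked degradation read as raised yellow fluorescence (Ex 488/Em 500-530).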
mIDH1 inhibitor – qHTS for Inhibitors of mutant isocitrate dehydrogenase 1 (IDH1): qHTS; IDH1-R132H enzyme, NADPH consumption, diaphorase/resazurin fluorescence; 390,000 tested, 0.093% active; Isocitrate dehydrogenase [NADP] cytoplasmic (Homo sapiens), O75874; Potency, µM (top dose mostly 76.6 µM), without a hit: top-dose activity change, negative = inhibition, usual class: inhibitors; also: % is scaled to controls: 0 for no effect and ±100 for the full control effect; nearly all actives have a fitted effect of over 65% in size
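IDH1-R132H (0.5 ug/mL dispensed) in pH 7.5 Tris buffer was preincubated 30 min with compound, then given a substrate mix of 0.016 mM NADPH and 2 mM alpha-KG for 80 min at room temperature; remaining NADPH was read by diaphorase/resazurin fluorescence.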
Vif-APOBEC3G blk – qHTS for Inhibitors of Vif-A3G Interactions: qHTS; Potency, µM (doses to about 46.1 µM), for the others: at the highest dose activity, negative = active, most hits filed as inhibitors; 410,000 tested, 0.076% active; AID 602310, 2012; HeLa A3G-eYFP + Vif (tagged APOBEC3G with the HIV-1 protein that degrades it), YFP fluorescence, overnight; DNA dC->dU-editing enzyme APOBEC-3G (Homo sapiens), Q9HC16;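 also: % is scaled to controls: 0 for no effect and ±100 for the full control effect; nearly all actives have a fitted effect of over 60% in size; hits raise eYFP signal because A3G escapes Vif-driven loss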
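HeLa cells stably expressing Vif and C-terminally eYFP-tagged A3G, seeded overnight at 37 deg C, then exposed to compound by pintool overnight at 37 deg C. Rise in yellow fluorescence (Ex 488/Em 500-530, Acumen) marks blocked Vif-driven A3G degradation.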
TrxR1 inh – qHTS Assay for Inhibitors of Mammalian Selenoprotein Thioredoxin Reductase 1 (TrxR1): qHTS; recombinant rTrxR1, NADPH fluorescence consumption, selenite substrate; Thioredoxin reductase 1, cytoplasmic (Rattus norvegicus), O89049; 390,000 tested, 1% active; Potency, µM (highest dose often 114 µM), inactives show top-dose activity change, negative = inhibition, most hits filed as inhibitors; AID 588453, 2011; also: % is scaled to controls: 0 for no effect and ±100 for the full control effect; nearly all actives have a fitted effect of over 65% in size
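Rat TrxR1 (90 nM in the dispensed reagent) was pre-reduced with 400 uM NADPH for 5 min at room temperature, then incubated with compound for 15 min. After 400 uM selenite was added, NADPH fluorescence (Ex 340/Em 450 nm) was followed for 8 min.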
12-LOX inh – Primary qHTS assay for inhibitors of human arachidonate 12S-lipoxygenase (ALOX12): Round 2. Polyunsaturated fatty acid lipoxygenase ALOX12 (Homo sapiens), P18054. purified 12hLO, xylenol orange hydroperoxide absorbance. Potency, µM (doses to about 108 µM), for the others: at the highest dose activity change, negative = inhibition, most hits filed as inhibitors. 580,000 tested, 1.1% active. AID 1671190, 2021; also: % is scaled to controls: 0 for no effect and ±100 for the full control effect
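Hydroperoxide product was detected by ferrous iron/xylenol orange as the 573 to 405 nm absorbance ratio. Arachidonic acid at 40 uM (final) was turned over for 30 min at room temperature by 150 nM human 12hLO, pH 7.0 Hepes buffer, after 15 min compound preincubation.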
USP1-UAF1 inh – Inhibitors of USP1/UAF1: Primary Screen; Potency, µM (highest dose often 57.1 µM), for the others: at the highest dose activity change, negative = inhibition, actives largely listed as inhibitors; recombinant USP1/UAF1, Ub-Rhodamine cleavage fluorescence; Ubiquitin carboxyl-terminal hydrolase 1 (Homo sapiens), O94782; 390,000 tested, 0.23% active; also: % is scaled to controls: 0 for no effect and ±100 for the full control effect; nearly all actives have a fitted effect of over 60% in size; inactives centre near -12
Target sequence (O94782 whole entry, looked up): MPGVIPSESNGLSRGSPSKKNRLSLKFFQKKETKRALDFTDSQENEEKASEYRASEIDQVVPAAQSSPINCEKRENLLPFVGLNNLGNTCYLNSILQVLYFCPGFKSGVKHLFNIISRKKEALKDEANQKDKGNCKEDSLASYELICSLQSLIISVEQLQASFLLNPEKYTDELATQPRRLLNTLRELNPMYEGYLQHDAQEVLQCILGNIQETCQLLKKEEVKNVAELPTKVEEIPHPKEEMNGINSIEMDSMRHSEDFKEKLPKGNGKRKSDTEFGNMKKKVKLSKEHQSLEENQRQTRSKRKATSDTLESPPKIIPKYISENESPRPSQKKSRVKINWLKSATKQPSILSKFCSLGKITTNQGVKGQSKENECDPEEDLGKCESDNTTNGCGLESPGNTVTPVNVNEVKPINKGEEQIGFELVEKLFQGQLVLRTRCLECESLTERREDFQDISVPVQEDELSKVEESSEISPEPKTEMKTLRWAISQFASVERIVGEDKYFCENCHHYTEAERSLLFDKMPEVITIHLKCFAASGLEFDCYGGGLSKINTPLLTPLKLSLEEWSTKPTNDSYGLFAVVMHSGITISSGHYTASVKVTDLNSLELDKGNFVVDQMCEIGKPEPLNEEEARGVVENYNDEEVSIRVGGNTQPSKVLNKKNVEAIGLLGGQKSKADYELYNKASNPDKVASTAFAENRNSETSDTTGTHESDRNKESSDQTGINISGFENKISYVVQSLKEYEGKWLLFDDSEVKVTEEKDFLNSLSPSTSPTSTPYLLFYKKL
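Step one: compound is pinned into 1nM USP1/UAF1 in HEPES pH 7.8 buffer with TCEP. Step two: 15 min room-temperature incubation. Step three: Ub-Rho (150nM final) starts cleavage, tracked by fluorescence over six one-minute reads.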
RGS4 inh – Inhibitors of Regulator of G Protein Signaling (RGS) 4: qHTS. Regulator of G-protein signaling 4 (Homo sapiens), P49798. Transcreener GDP fluorescence polarization, RGS4-accelerated GTP hydrolysis. Potency, µM (doses to about 114 µM), inactives show at the top dose activity change, negative = inhibition, most hits filed as inhibitors. 390,000 tested, 0.039% active; also: % is scaled to controls: 0 for no effect and ±100 for the full control effect; nearly all actives have a fitted effect of over 75% in size; some results filed as inactive show a strong effect at the top dose
Target sequence (P49798 whole entry, looked up): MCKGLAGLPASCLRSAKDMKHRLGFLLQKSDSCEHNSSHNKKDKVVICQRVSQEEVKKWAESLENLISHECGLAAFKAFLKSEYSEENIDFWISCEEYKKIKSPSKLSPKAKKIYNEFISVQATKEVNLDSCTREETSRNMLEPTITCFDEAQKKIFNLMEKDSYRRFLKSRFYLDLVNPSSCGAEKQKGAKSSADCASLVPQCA
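MLSMR compounds (23 nl, pin-transferred) preincubated 10 min at room temperature with a 500nM (2x) first reagent, then RGS4 at 900nM (2x) plus Transcreener GDP mix added; fluorescence polarization (620/688 nm) read before and after 90 min at 30 °C.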
TrxR1 substrate – qHTS Assay for Substrates of Mammalian Selenoprotein Thioredoxin Reductase 1 (TrxR1): qHTS; purified TrxR1 substrate turnover, NADPH consumption readout; Potency, µM (series often up to 114 µM), for the others: at the top dose activity change, negative = substrate turnover; 390,000 tested, 0.01% active; also: % is scaled to controls: 0 for no effect and ±100 for the full control effect; nearly all actives have a fitted effect of over 50% in size
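Rat TrxR1, dispensed at 90 nM, was prereduced with 400 uM NADPH (final) for 5 min at ~22 deg C, then incubated with compound 15 min before 400 uM selenite. A first-read NADPH fluorescence drop versus no-compound background flagged substrates.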
* = called active by the depositor; ? = inconclusive; & = joins results of further samples; [ ] = remark or other dose. Calls follow the shape of the dose curve; as a rule, active = well fitted curve in the direction sought with a large enough effect; inconclusive = small, poorly fitted or top-dose-only effect, or another doubt; inactive = no such curve, though single readings can be large; an effect the other way counts as inactive or inconclusive. Potency is read from the fitted curve at half-maximal effect.

SMILES	RXFP1 agonist	Vif-APOBEC3F blk	mIDH1 inhibitor	Vif-APOBEC3G blk	TrxR1 inh	12-LOX inh	USP1-UAF1 inh	RGS4 inh	TrxR1 substrate
Cc1ccc(CNS(=O)(=O)c2c(C)nc3scc(C)n3c2=O)cc1	11%&23%	-1%&3%	-12%&-8%	5%&-4%	33%&4%	-9%&-6%	-23%&-5%	1%&-3%	25%&18%
CCCc1n[nH]c(=O)c2c1nnn2Cc1ccccc1	1.5%	4%	0%	-6%	28%	0%	-20%	-37%	10%
COc1ccc(C2CC(c3ccc4ccccc4c3OC(C)=O)=NN2C(C)=O)cc1 (stereo not given)	0.3%	-3%	-3%	-22%	12%	41%[activator]	-17%	20%	14%
C=CCNC(=O)N1CCCC(C(=O)c2cccc(Cl)c2)C1 (stereo not given)	1.1%	-4%	-4%	1%	15%	-4%	-13%	-12%	7%
CSc1ccccc1NC(=O)CN(C)C(=O)CNc1ccc(C(F)(F)F)cc1[N+](=O)[O-]	0.1%	?	-6%	-8%	0%	23%	-9%	14%	-4%
COc1ccccc1NC(=O)CCS(=O)(=O)c1ccccc1	-0.6%	6%	9%	4%	-21%	3%	-18%	-3%	-7%
Nc1ccc2c(c1)nnn2-c1ccccc1	0.2%	-15%	-5%	0%	-2%	4%	-4%	8%	74%[activator]
O=C(NCc1ccco1)c1cccc(NC(=O)c2ccco2)c1	0.5%	-26%	4%	-23%	50µM*	-19%	-13%	-14%	2%
O=C(NCc1cccnc1)Nc1cccc(F)c1	1.0%	-4%	6%	-1%	17%	1%	-10%	1%	-3%
CCOC(=O)NC(=O)C(/C=N/c1sccc1C(=O)OC)=C(\C)O	1.1%	-12%	12%	-9%	21%[57.1 µM]	-11%	-12%	2%	23%[57.1 µM]
CCOc1ccc(OCC(=O)OC(C)C(=O)Nc2ccc(Cl)cn2)cc1 (stereo not given)	-2.3%	-2%	3%	-2%	-9%	-16%	-7%	-30%	-11%
Cc1cc(C)cc(N(C(=O)CNC(=O)c2ccco2)C(C(=O)NC2CCCC2)c2cccnc2)c1 (stereo not given)	-0.7%	-3%	-6%	3%	-4%	-19%	-1%	14%	-6%
Cc1cc(C)c2nc(SCC(=O)NNC(=O)c3ccco3)c(C)cc2c1	17%	-7%	0%	-12%	28%	17%	?	15%	6%
CN(C)c1ccc(CNn2cnnc2SCC(=O)NC(C)(C)C)cc1	-1.0%	12%	1%	-3%	17%[57.1 µM]	0%	-17%	-9%	-2%[57.1 µM]
CCOC(=O)c1c(C)[nH]c(C)c1S(=O)(=O)NCCN1CCN(c2ccccc2F)CC1	0.4%	-7%	-4%	1%	-7%	1%	-4%	13%[11.4 µM]	-11%
O=C(CN1CCCC1)N/N=C/c1c(O)ccc2ccccc12	0.8%	1%	6%	-1%	15%	-1%	?	-4%	-2%
CC(C)CC(=O)Nc1cccc(-c2cn3ccsc3n2)c1	1.4%	-1%	4%	2%	20%[57.1 µM]	0%	-18%	?	8%[57.1 µM]
COc1ccc(C(=O)N/C(=C\c2cn(S(=O)(=O)N(C)C)c3ccccc23)C(=O)N2CCOCC2)cc1	2.5%	-16%	-13%	4%	11%[57.1 µM]	-22%	-12%	-14%[56.9 µM]	2%[57.1 µM]
CCN1C(=O)C2(C(C#N)=C(N)Oc3n[nH]c(-c4ccccc4)c32)c2ccccc21 (stereo not given)	-2.2%	9%	5%	1%	-11%[0.457 µM]	2%	-5%	5%	1%
Cc1cc(N2C(=O)C(=O)/C(=C(/O)c3ccccc3)C2c2cccs2)no1 (stereo not given)	13%	2%	0%	2%	-10%	-13%	-18%	-11%[11.4 µM]	-4%
COc1cccc(/C=C/C(=O)Nc2ccc3c(c2)OCCO3)c1	0.0%	-15%	5%	-2%	7%	-29%	-26%	4%	-3%
Cc1nnc(SCc2ccon2)n1-c1ccccc1	-4.2%	-1%	4%	0%	14%	-22%	-10%	-10%	12%
COC(=O)C(=Cc1ccc(-c2ccsc2C(=O)OC)o1)C(=O)OC	0.0%	3%	-3%	-7%	-15%[57.1 µM]	-11%	?	-2%	-9%[57.1 µM]
Cc1cccc(N(CC(O)Cn2c3ccccc3c3ccccc32)S(=O)(=O)c2ccc(F)cc2)c1 (stereo not given)	1.0%	?	-25%	-5%	20%	-24%	-13%	-10%	-1%
NN/C(=C\[N+](=O)[O-])Nc1ccccc1	-1.3%	-8%	-2%	-6%	16µM*	-16%	-11%	-22%	0%
Cc1ccc(C(=O)OCC(=O)Nc2ccccc2)cc1NC(=O)c1ccco1	-0.9%	-3%	-7%	-6%	-19%	-9%	-2%	14%	-10%
CN(C)c1nc(SCC(=O)Nc2ccccc2)nc(N2CCOCC2)n1	0.9%	5%	-3%	-1%	6%[57.1 µM]	1%	4%	-1%	4%[57.1 µM]
O=C(NCc1ccccc1Br)C1CCCO1 (stereo not given)	-0.5%	0%	-2%	2%	8%	1%	-17%	3%	3%
COc1cc2sc(C)nc2c2sccc12	-0.1%	4%	17%	-1%	-7%	0%	-12%	-12%	-2%
Cc1cc(Cl)ccc1NC(=O)Cc1ccc(NC(=O)N2CCCCc3ccccc32)cc1	2.5%	4%	-7%	2%	10%[57.1 µM]	-25%	-21%	12%	1%[57.1 µM]
COc1nnc(-c2ccc(C)c(S(=O)(=O)NC(C)(C)CO)c2)c2ccccc12	0.6%	-5%	7%	-8%	14%[57.1 µM]	0%	-13%	-9%	4%[57.1 µM]
CCN(CC(=O)NCc1ccc(F)cc1)C(=O)COc1ccc(C)c(C)c1	1.1%	-1%	4%	0%	-11%	5%	-5%	-17%	-9%
CCCOc1ccc(C2c3c(oc4ccccc4c3=O)C(=O)N2c2nnc(C(C)C)s2)cc1 (stereo not given)	0.7%	-8%	1%	-2%	10%	?	-26%	-16%	12%
COC(=O)CN1C(=O)N(c2ccccc2)C(N(O)C(=O)Nc2ccccc2)C1(C)C (stereo not given)	-0.1%	4%	7%	1%	4%	0%	3%	-23%	-3%
CCOC(=O)c1ccccc1NC(=O)c1cn(-c2ccc(OC)cc2)c(=O)c2ccccc12	1.8%	0%	-1%	-3%	14%	-15%	-24%	-11%	22%
Cc1c(C(=O)O)sc(S(=O)(=O)N2CCN(C(=O)Cc3ccc(F)cc3)CC2)c1C(=O)O	0.9%	-11%	10%	0%	2%	?	-7%	-2%	4%
Cc1ccc2ccc3cc(C(=O)Nc4ccc(C)c(F)c4)nc3c2[nH]1	23%	?	-4%	13µM*	-9%	4%	-24%	-48%	-11%
COc1ccccc1NC(=O)CSc1nncn1N	1.3%	6%	-2%	3%	-15%[57.1 µM]	13%	5%	35%	-4%[57.1 µM]
COc1ccc(Cn2c(CNC(=O)Cc3ccc(OC)c(OC)c3)nc3cccnc32)cc1	0.6%	6%	-7%	4%	19%[57.1 µM]	1%	18%	-15%	1%[57.1 µM]
COc1ccc(C(=O)Nc2nc(-c3cccs3)c(NC(C)=O)s2)cc1	8.1%	-6%	0%	2%	-8%	-1%	-5%	1%	-3%

Another view of some results above:
structure | RXFP1 agonist | Vif-APOBEC3F blk | mIDH1 inhibitor | Vif-APOBEC3G blk | TrxR1 inh | 12-LOX inh | USP1-UAF1 inh | RGS4 inh | TrxR1 substrate
COc1ccc(Cn2c(CNC(=O)Cc3ccc(OC)c(OC)c3)nc3cccnc32)cc1 | 0.6% | 6% | -7% | 4% | 19%[57.1 µM] | 1% | 18% | -15% | 1%[57.1 µM]
Cc1c(C(=O)O)sc(S(=O)(=O)N2CCN(C(=O)Cc3ccc(F)cc3)CC2)c1C(=O)O | 0.9% | -11% | 10% | 0% | 2% | ? | -7% | -2% | 4%

The list continues.
SMILES	RXFP1 agonist	Vif-APOBEC3F blk	mIDH1 inhibitor	Vif-APOBEC3G blk	TrxR1 inh	12-LOX inh	USP1-UAF1 inh	RGS4 inh	TrxR1 substrate
CCOC(=O)C1(Cc2ccc(OC)cc2)CCN(C(=O)c2cccc3nccnc23)CC1	-0.9%	-1%	7%	0%	4%	-22%	0%	7%	-3%
CCOC(=O)C1(Cc2ccccc2C)CCCN(C(=O)c2ccc(OC)o2)C1 (stereo not given)	-0.2%	2%	-2%	-5%	?	9%	-15%	-14%	-3%
O=C(OC(c1ccccc1)c1nccc2ccccc12)c1cc([N+](=O)[O-])cc([N+](=O)[O-])c1 (stereo not given)	1.2%	6%	1%	-10%	-3%	-10%	-17%	-21%	-10%
O=C(CN1CCc2ccccc2C1)Nc1ccc(OC(F)(F)F)cc1	-1.9%	1%	5%	-3%	7%[57.1 µM]	0%	-10%	18%	-16%
O=C(CCNc1cc(Cl)cc(Cl)c1)c1ccco1	1.3%	4%	7%	0%	8.9µM*	?	2%	12%	2%

Some of the compounds tested. The share of hits here may be higher or lower than overall.
